From PubChem
S3 lipid droplet = qHTS Assay for Lipid Storage Modulators in Drosophila S3 Cells | actives 0.64% (n = 320,000) | lipid storage change, negative = inhibition, % at the top dose, mostly 46.1 µM; hits show Potency in µM | Drosophila S3 cells, BODIPY lipid droplet fluorescence, 18-24 h; cells fed with added oleic acid | AID 2685; active = well fitted inhibition curve with a large enough effect in the signal ratio, with a control signal flat, not every such curve was filed as active; inconclusive = small, poorly fitted or top-dose-only effect, or effect the other way, or a change in a side signal; the % refers to the signal ratio
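Drosophila S3 cells got compounds at several concentrations plus oleic acid (400 uM solution). Laser-scanning cytometry with 488 nm excitation read lipid droplets at 500-530 nm and cells at 575-640 nm. Percent activity was relative to 20 uM Triacsin C.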
S3 lipid droplet cell count max = further read-out of S3 lipid droplet, marked with its call; cell number change, %; measured here: cell count max response;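 cells counted by Cell Tracker Red CMTPX staining in the red channel; peak over a dose series mostly up to 46.1 µM; percent activity relative to internal control wells on each plate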
* = called active by the depositor; i = inactive; ? = inconclusive; . = not tested or not shown; [ ] = dose if it differs, or a comment. % is set by controls: 0 for no effect and ±100 for the full control effect; potency is the fitted concentration of half-maximal effect. Some of the compounds tested (hit frequency here may not be typical).

Preview (four entries):
S3 lipid droplet,S3 lipid droplet cell count max,Molecule
i,10,O=C(NCCN1Cc2ccccc2C1=O)c1cccs1
?,.,CCOc1cc(/C=N/N=C/c2ccc(O)c(OCC)c2)ccc1O
?,.,COc1ccc(-n2nnnc2SCC(=O)Nc2ccccc2N2CCOCC2)cc1OC
?,.,Cc1cc(C)c[n+](CC(=O)c2c(C)cc(C)c([N+](=O)[O-])c2C)c1

This part in full, repeating the preview:
S3 lipid droplet,S3 lipid droplet cell count max,Molecule
i,10,O=C(NCCN1Cc2ccccc2C1=O)c1cccs1
?,.,CCOc1cc(/C=N/N=C/c2ccc(O)c(OCC)c2)ccc1O
?,.,COc1ccc(-n2nnnc2SCC(=O)Nc2ccccc2N2CCOCC2)cc1OC
?,.,Cc1cc(C)c[n+](CC(=O)c2c(C)cc(C)c([N+](=O)[O-])c2C)c1
?,.,Cc1cc(C)nc(N2CCC(C(=O)NCc3ccccc3F)CC2)n1
?,.,CC1(C)C(=O)Nc2ccccc2N1C(=O)COC(=O)c1cc(S(=O)(=O)N2CCOCC2)ccc1F
?,.,Cn1nnc2cc(NC(=O)NCc3ccc4c(c3)OCO4)ccc21
-7%,-10,O=S(=O)(NN1CCOCC1)c1ccc(Br)cc1
?,.,O=C(Nc1ccccc1N1CCCC1)c1ccc([N+](=O)[O-])cc1Cl
-1%,-28,CC1=CCC2C(=O)N(CCc3c[nH]c4ccccc34)C(=O)C2C1 (centres undefined)
?,.,O=C(CC1Sc2ncnn2C1=O)Nc1ccc(Cl)cc1 (centres undefined)
-1%,-6,COC(=O)c1ccc2c(=O)n(CCCCCC(=O)O)c(=O)[nH]c2c1
?,.,CCN=C1SC(CC(=O)NCCc2ccc(OC)c(OC)c2)C(=O)N1CC (centres undefined)
?,.,CCOC(=O)c1cnc(-n2nc(C)cc2C)nc1NC
i,-9,O=C(O)CCCCCNC(=O)CSc1nnc(-c2ccco2)n1-c1ccccc1
-1%,-3,CNC(=O)c1c(Cl)cnn1-c1ccccc1
-13%,-8,Cc1ccc(S(=O)(=O)Nc2cccc(C(=O)N3CCCC3)c2)cc1F
?,.,COC(=O)CC1=NN(c2ccc(OC)cc2)C(=O)/C1=C\c1ccc(Cl)cc1
15%,-8,COc1ccc2[nH]c(=O)c(CN(c3ccc(C)c(C)c3)S(C)(=O)=O)cc2c1
-13%,-19,Cc1cc(C)n(CC(O)COc2ccccc2C)n1 (centres undefined)
-7%,0,CC(C)NC(=O)COC(=O)c1ccc(O)cc1
13%,.,COc1cc(C(=O)COC(=O)Cc2cnc3sccn23)cc(OC)c1OC
i,.,O=S1(=O)C=C(Oc2ccc(F)cc2)c2ccccc21
9%,19,O=C(NCc1ccc2c(c1)OCO2)c1cc(Cl)ccc1Cl
?,.,CC(=O)N1CC(C)Sc2ccc(S(=O)(=O)NCc3ccccc3Cl)cc21 (centres undefined)
?,.,O=C(O)c1ccc(/C=N/N2CCN(C3c4ccccc4-c4ccccc43)CC2)cc1
?,.,Cc1ccccc1NC(=O)NCCCN1CCCC1
?,.,CC1CC(C)CN(C(=O)C2CC(=O)N(c3ccc4c(c3)OCCO4)C2)C1 (centres undefined)
5%[9.22 µM],10,CCN(CC)C(=O)CSc1nc(-c2ccccc2)ccc1C#N
?,.,CC1(C(=O)OCC(=O)NCCNC(=O)COC(=O)C2(C)CC2(Cl)Cl)CC1(Cl)Cl (centres undefined)
-4%,-15,CCOC(=O)c1nc(N)sc1C(=O)OCC
?,.,C=CCN1CC2CC3(COc4cc(C)cc(C)c4)C=CC2(O3)C1=O (centres undefined)
10%,-13,CC(/C=C/c1ccc2c(c1)OCO2)=N\NC(=O)C(O)c1ccccc1 (centres undefined)
?,.,CS(=O)(=O)N1CCc2cc(-c3csc(NC(=O)Cc4ccccc4)n3)ccc21
-4%,0,Cc1cc(C)c2c(CC(=O)NCCc3ccccc3)coc2c1
8%,-13,Cc1nnsc1Sc1ccccn1
?,.,O=C(Nc1cccc(C(F)(F)F)c1)N(Cc1ccc(Cl)cc1)CC(O)C(F)(F)F (centres undefined)
?,.,COc1ccccc1N1CCN(Cc2cc(OC)c3c(c2)OCO3)CC1
?,.,CSc1nc2c(c(=O)[nH]c(=O)n2C)n1C/C=C(\C)Cl
-14%,25,O=C(Nc1ccc(OCC(=O)N2CCOCC2)cc1)c1cccc(Cl)c1
i,.,CC1(C)Cc2c(c(N3CCOCC3)nc3sc4c(NCc5ccccc5)nnnc4c23)CS1
4%,1,CC1Cc2ccccc2N1C(=O)c1cc2cccnc2n(C)c1=O (centres undefined)
21%,7,COCC(COS(N)(=O)=O)C(C)C (centres undefined)
?,.,Cc1cccc(Sc2ccc([N+](=O)[O-])cc2[N+](=O)[O-])n1
?,.,O=C(NCCc1c[nH]c2ccc(Cl)cc12)c1cccnc1
0%,-7,Cc1ccccc1-c1nn(-c2ccc(F)cc2F)cc1CNC1CC1
?,.,Cc1cc(C(C2C(=O)CC(C)(C)CC2=O)C2C(=O)CC(C)(C)CC2=O)cc(C)c1OC(F)F
-3%,.,CCC(=O)Nc1ccc(Nc2ccccc2)cc1
?,.,O=C(CCNC(=O)c1ccc(Cl)cc1)Nc1ccccc1N1CCCCC1
?,.,CCCCc1ccc(CC2S/C(=C(\C#N)C(=O)N3CCOCC3)N(c3ccccc3)C2=O)cc1 (centres undefined)
?,.,Cn1c(=O)c2[nH]c(N3CCOCC3)nc2n(-c2ccccc2)c1=O
3%,-1,Nc1ccc(-c2nc3ccc(-c4nc5ccccc5o4)cc3[nH]2)cc1
13%,-12,COc1ccccc1OCc1nnc(SCC(=O)c2cc(Cl)ccc2OC)o1
?,.,CCOC(=O)C1CCCN(CC(O)COc2cccc(C)c2)C1 (centres undefined)
14%,15,CN(C(=O)COC(=O)CSc1ccc([N+](=O)[O-])cc1)C1CCS(=O)(=O)C1 (centres undefined)
-7%,-1,COCCN(C(=O)CCc1nnc(CCc2c[nH]c3ccccc23)o1)C(C)C
?,.,COc1cc(/C=N/NS(=O)(=O)c2ccc(C)c([N+](=O)[O-])c2)cc([N+](=O)[O-])c1O
9%,0,C#Cc1ccc([C@@H]2C=C(C(=O)Nc3ccccc3)O[C@H](OCC)[C@H]2CCCO)cc1
?,.,Cc1nccn1CCc1nc(N)nc(N)n1
i,18,O=C(CSc1nnc(CNC(=O)C23CC4CC(CC(C4)C2)C3)n1-c1ccccc1)Nc1ccccc1

Remaining list, next part.
S3 lipid droplet,S3 lipid droplet cell count max,Molecule
-28%,-3,Cc1ccc(C2C3=C(CC(C)(C)CC3=O)OC3=C2C(=O)CC(C)(C)C3)cc1
?,.,Nc1c(C(=O)CCC(=O)O)oc2ccc(Cl)cc12
-24%,25,CC12CCC(=O)N1C(C(=O)NNC(=O)c1ccc(Cl)cc1)CS2 (centres undefined)
25%,22,CC1=C(C(=O)OCc2ccccc2)C(c2ccccc2-c2ccccc2)NC(=O)N1CCCCCC(=O)O (centres undefined)
1%,-8,CC(=O)Nc1ccc(NC(=O)C(C)OC(=O)C2(c3ccc(F)cc3)CCCC2)cc1 (centres undefined)
?,.,O=C(COc1ccc2c(-c3ccccc3)cc(=O)oc2c1)NCCCn1ccnc1
?,.,c1ccc(Cn2c[n+](Cc3ccccc3)cn2)cc1
-21%,3,CCOC(=O)c1c(C)[nH]c(C(=O)N2CCCC(C(=O)c3cccc(OC)c3)C2)c1C (centres undefined)
-6%,-1,Cc1ccc(C)c2[nH]c(=O)c(CN(CC3CCCO3)C(=S)NCc3ccco3)cc12 (centres undefined)
11%,13,CC(=O)NCCC(=O)Nc1nc(-c2cccs2)c(-c2cccs2)s1
15%,-6,Cc1c(-c2nnc(SCC(=O)O)n2-c2ccccc2Br)nnn1-c1ccccc1
?,.,O=C(COC(=O)C1CC2CCCC(C1)C2=O)NNC(=O)c1ccccc1F (centres undefined)
?,.,COc1ccc2c(c1)C=CC1(O2)N(CCO)c2ccccc2C1(C)C (centres undefined)
?,.,Nc1nc(CN2CCCCC2)cs1
23%,-6,O=C(CN1CCOCC1)Nc1ccc(Oc2ccc(NC(=O)CN3CCOCC3)cc2)cc1
1%,-19,COc1ccc(C(=O)n2nc(-c3ccccc3)nc2SC)cc1
?,.,COc1ccc(NS(=O)(=O)c2ccc(NC(=O)c3ccccc3)cc2)nn1
?,.,Cc1cc(CNC(=O)[C@H](C)[C@@H]2C[C@@]2(C)[C@@H](NC(=O)OCc2ccccc2)c2ccccc2)nn1C
i,-10,Cc1ccccc1C(=O)NCC(=O)Nc1ccc(C)c(S(=O)(=O)N2CCCCCC2)c1
3%,1,Cc1ccc(S(=O)(=O)Nc2ccc(C(=O)Nc3ccncc3)cc2)cc1
?,.,CS(=O)(=O)N1CCc2cc(-c3csc(NC(=O)C(c4ccccc4)c4ccccc4)n3)ccc21
?,.,O=C(/C=C/c1ccc(Cl)cc1Cl)c1ccc[nH]1
?,.,CCOc1cc(C)c(Cl)cc1S(=O)(=O)n1cnc2ccccc21
?,.,COc1ccc(S(=O)(=O)N(C)CC(=O)N2CCOCC2)cc1
6%,26,CN(C)c1ccc(C2(O)C(=O)c3ccccc3C2=O)cc1
5%,2,Nc1nnc(SC2CCCC2)s1
3%,-1,CCCN(CC(=O)Nc1ccccc1C)C(=O)Cc1cccs1
i,3,COc1cccc(C(C)N(C)Cc2nc(-c3ccoc3)oc2C)c1 (centres undefined)
17%,-10,N#Cc1ccc(Oc2ccc(C(F)(F)F)cc2NC(=O)c2ccc(F)cc2)cc1
?,.,CCN(CC)S(=O)(=O)c1ccc2c(c1)nc(CCC(=O)OCC(=O)Nc1cc(Cl)cc(Cl)c1)n2C

5 entries already listed, arranged by the number in S3 lipid droplet, highest first.
S3 lipid droplet,S3 lipid droplet cell count max,Molecule
23%,-6,O=C(CN1CCOCC1)Nc1ccc(Oc2ccc(NC(=O)CN3CCOCC3)cc2)cc1
5%,2,Nc1nnc(SC2CCCC2)s1
-6%,-1,Cc1ccc(C)c2[nH]c(=O)c(CN(CC3CCCO3)C(=S)NCc3ccco3)cc12 (centres undefined)
-21%,3,CCOC(=O)c1c(C)[nH]c(C(=O)N2CCCC(C(=O)c3cccc(OC)c3)C2)c1C (centres undefined)
-24%,25,CC12CCC(=O)N1C(C(=O)NNC(=O)c1ccc(Cl)cc1)CS2 (centres undefined)

(more compounds)
S3 lipid droplet,S3 lipid droplet cell count max,Molecule
?,.,O=C(NCc1cccnc1)Nc1ccc2c(c1)OCO2
?,.,Cc1ccn2cc(CSc3ccccc3N)nc2c1
?,.,Cc1noc(C)c1COC(=O)c1cccc(N(C)C)c1
?,.,Clc1ccccc1CN1CCN(/N=C/c2ccncc2)CC1
?,.,COc1ccccc1-n1cc(C(=O)NCC(=O)N2CCN(c3ccccn3)CC2)c2ccccc2c1=O
0%[9.22 µM],16,CC(=O)NC12CC3CC(C)(C1)CC(NC(C)=O)(C3)C2
9%,16,COc1cc(/C=N\Nc2nc(-c3ccc(C)cc3)c(NC(C)=O)s2)ccc1O
?,.,Cc1ccc(CC(CC(=O)O)C(=O)NC2CCCCC2)cc1 (centres undefined)
?,.,COc1ccc2[nH]c3c(c2c1)CCn1c-3nc2sc(C(=O)Nc3ccccc3)c(C)c2c1=O
i,.,O=C(NCc1ccco1)C1CC(=O)N(c2ccc(F)cc2)C1 (centres undefined)
?,.,CCC(CC)C(=O)Nc1nnc(SCC(=O)NC2CC2)s1
8%,-11,C/C(=C\CCC1(C)C2CC3C(C2)C31C)C(=O)O (centres undefined)
?,.,Cc1ccc(C(=O)NC(=S)NNC(=O)CC#N)cc1
?,.,CCC1(c2ccc(F)cc2)NC(=O)N(CC(=O)N2c3ccccc3NC(=O)CC2C)C1=O (centres undefined)
?,.,Cc1ncoc1C(=O)Nc1ccc(Oc2ccccc2)cc1
2%,-4,COc1ccc2nc3oc(C(=O)N4CCCCC4)cc3cc2c1
?,.,O=S(=O)(c1ccc(F)c(Cl)c1)N1CCCC1
14%,-3,O=C(COC(=O)c1ccccc1O)Nc1ccc(N2CCOCC2)cc1
?,.,O=S(=O)(N1CCCCC1)N1CCN(S(=O)(=O)N2CCCCC2)CC1
?,.,Cc1cc(C)c(NC(=O)CSc2nnc(CNC(=O)c3ccccc3F)o2)c(C)c1
?,.,C(=N\N1CCN(c2ccccn2)CC1)/c1cccc2ccccc12
?,.,Cc1cc(C)nc(Nc2nc3ccccc3o2)n1
?,.,CCN(CC(=O)Nc1cc(Cl)ccc1C)C(=O)CCS(=O)(=O)c1ccc(C)cc1
i,25,Cc1ccc(NC(=O)CNC(=O)COc2ccccc2)nc1
?,.,O=C(O)C1CCCCC1C(=O)Nc1ccccc1F (centres undefined)
9%,.,CC(C)N(C(=O)Cn1cc(SCC(=O)NCC2CCCO2)c2ccccc21)C(C)C (centres undefined)
?,.,CS(=O)(=O)Oc1ccc2c(c1)O/C(=C\c1cccnc1)C2=O
-5%,-16,COc1cccc(/C=N/NC(N)=S)c1OS(=O)(=O)c1ccccc1
?,.,CN(C(=O)CN1C(=O)CCSc2ccc(S(=O)(=O)N3CCCC3)cc21)c1ccccc1
?,.,CCOC(=O)c1cnc2ccc(C(=O)OC)cc2c1Nc1cccc(C(=O)O)c1

Entries of single compounds from above:
`C(=N\N1CCN(c2ccccn2)CC1)/c1cccc2ccccc12` is listed as S3 lipid droplet = ?; S3 lipid droplet cell count max = .
`O=S(=O)(c1ccc(F)c(Cl)c1)N1CCCC1` is listed as S3 lipid droplet = ?; S3 lipid droplet cell count max = .
